From PubChem
eIF4E 4G PPI – blocks eIF4E binding to eIF4G. P63073+Q04637. TR-FRET eIF4E-eIF4GI(517-606) binding, 2 h. inhibition, % at 21.7 µM. hit rate 0.37% among 220,000;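 active = inhibition above about 30%, limit read from the data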;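 also: 0% = full FRET control wells and 100% = background wells lacking eIF4GI fragment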
MDM2 E3 inh – Mdm2 E3 ligase (human) inhibition | AID 1230 | Q00987 | hit rate 0.11% among 210,000 | signal enhancement, % at 5 µM | cell-based MDM2 ubiquitination luciferase reporter, 2 h; 0 = plate control, 100 = twice control, blank-subtracted;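 active = signal enhancement of 30% or more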;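 also: luminescence tracks abundance of the self-degrading MDM2-luciferase fusion protein; higher signal means inhibition of MDM2 E3 ligase activity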
Target sequence (Q00987 whole entry, looked up, the tested form may be a part): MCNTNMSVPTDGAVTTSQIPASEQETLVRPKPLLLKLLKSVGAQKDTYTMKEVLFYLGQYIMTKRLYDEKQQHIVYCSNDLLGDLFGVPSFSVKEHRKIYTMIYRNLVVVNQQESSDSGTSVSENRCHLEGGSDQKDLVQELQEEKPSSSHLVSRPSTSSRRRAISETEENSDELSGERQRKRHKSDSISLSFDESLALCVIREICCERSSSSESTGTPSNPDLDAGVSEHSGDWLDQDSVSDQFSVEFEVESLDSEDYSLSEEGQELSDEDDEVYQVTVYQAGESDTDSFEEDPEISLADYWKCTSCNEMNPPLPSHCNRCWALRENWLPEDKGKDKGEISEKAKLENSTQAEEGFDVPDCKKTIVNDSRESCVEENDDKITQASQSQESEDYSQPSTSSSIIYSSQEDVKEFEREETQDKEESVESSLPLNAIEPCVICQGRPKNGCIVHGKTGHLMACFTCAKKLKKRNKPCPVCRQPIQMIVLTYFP
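system = mammalian cells stably expressing self-ubiquitinating, self-degrading MDM2 E3–luciferase fusion | quantity = 2000 cells per well seeded | incubation = 4 h cell settling then 2 h compound exposure, 37 °C | signal = SteadyLite luminescence, 15 min reagent step | benchmarks = plate control and blank wells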
14-3-3 Bad PPI – disrupts binding of bovine 14-3-3 zeta to phospho-Bad peptide. inhibition, % at 21.7 µM. hit rate 0.71% among 220,000. TR-FRET 14-3-3zeta/Dy647-pBad peptide displacement, 1 h. P63103;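 active = inhibition above about 70%, limit read from the data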;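 also: 0% = full 14-3-3 plus peptide FRET controls and 100% = background without 14-3-3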
Target sequence (P63103 whole entry, looked up): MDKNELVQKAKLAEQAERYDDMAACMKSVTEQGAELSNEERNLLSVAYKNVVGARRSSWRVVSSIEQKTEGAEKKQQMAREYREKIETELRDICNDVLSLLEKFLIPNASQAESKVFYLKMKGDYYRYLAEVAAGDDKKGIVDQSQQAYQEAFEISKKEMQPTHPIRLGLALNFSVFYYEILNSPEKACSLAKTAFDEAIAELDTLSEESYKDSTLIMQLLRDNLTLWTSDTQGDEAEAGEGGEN
FXIa inh 1536 – inhibitors of human coagulation factor XIa | inhibition, % at 5 µM | hit rate 0.14% among 220,000 | purified FXIa, Boc-Glu-Ala-Arg-AMC fluorogenic substrate;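 active = inhibition of at least 40%; inactive = inhibition below 40%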;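 also: fluorescence of freed AMC excited at 355 nm; 0% = enzyme without compound and 100% = no enzyme blank; many of its hits are not listed in these tables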
p97 inhibitor – blocks human p97 ATPase activity. recombinant p97 ATPase, Kinase-Glo ATP luminescence, 3 h. inhibition, % at 8 µM. hit rate 0.42% among 220,000. AID 1481; in the data active = inhibition above about 15%;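 also: 0% = DMSO vehicle and 100% = wells lacking enzyme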
Rad51 HR inh – blocks human Rad51 in homologous recombination; hit rate 0.085% among 200,000; AID 1385; Q06609; inhibition, % at 10 µM; hRad51 DNA strand exchange, fluorescence dequenching;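 active = inhibition above 40% at the single screening dose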;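 also: 0% = DMSO control wells and 100% = blanks with heterologous ssDNA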
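System: human Rad51 nucleoprotein filaments preassembled on unlabelled ssDNA. Reagent: labelled 47-mer dsDNA for strand exchange. Schedule: 30-min compound preincubation and 15-min exchange, both room temperature. Measured by: FRET fluorescence dequenching, excitation 485 nm, emission 520 nm. Read-out: Fluorescence-based percent inhibition, control- and blank-normalised. Benchmarks: plate controls and plate blanks.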
Wee1 degr inh – human Wee1 degradation inhibition, primary screen; P30291; reporter increase, % at 5 µM; HeLa Luc-Wee1K328M stability, luciferase luminescence; 100% = proteasome inhibitor MG132 effect; hit rate 1.2% among 220,000;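 active = activation above the mean of all tested compounds plus 3 SD, set per screening run, cut at about 8.8% in these data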;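 also: cells exposed to compound for 20 h before luminescence read; 0% = DMSO alone and 100% = MG132 at 30 µM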
FXIIa inh – blocks human coagulation factor XIIa protease activity | purified FXIIa, Boc-QGR-AMC fluorogenic substrate, 2 h | hit rate 0.3% among 220,000 | P00748 | AID 800 | inhibition, % at 5 µM; in the data active = inhibition above about 40%;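 also: 0% = enzyme with no compound and 100% = blank without enzyme; many of its hits are not listed in these tables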
hK5 inh – inhibitors of human kallikrein 5 | Q9Y337 | recombinant hK5, fluorogenic AMC substrate cleavage | inhibition, % at 5 µM | hit rate 0.59% among 210,000;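 active = inhibition of 40% or more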;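 also: 0% = enzyme controls without compound and 100% = no-enzyme blanks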
* = called active by the depositor; / = no result given; [ ] = another dose, or the depositor's remark.

SMILES	eIF4E 4G PPI	MDM2 E3 inh	14-3-3 Bad PPI	FXIa inh 1536	p97 inhibitor	Rad51 HR inh	Wee1 degr inh	FXIIa inh	hK5 inh
Cn1c2ccccc2n2c(=O)c(Cl)c(-c3ccccc3)c(C#N)c12	1.9	-14.7	6.7	5.0	0.4	-42.7	-2.1	6.3	-16.0
Cc1cccc(C)c1N1CCN(c2n[nH]c(N)n2)CC1	3.9	4.0	-25.7	-5.8	2.8	38.1	5.7	4.4	-5.0
CCn1cc(C(=O)NCC2CCCO2)c(=O)c2cc(S(=O)(=O)N3CCCCCC3)ccc21 (configuration not stated)	8.8	-23.3	9.1	-1.1	0.0	-6.8	2.2	14.3	-8.7
O=S(=O)(Nc1ccccn1)c1ccc(Cl)cc1	5.8	-7.9	-4.7	-3.7	2.6	2.3	-0.2	12.6	-2.8
COC(=O)CN(C#N)c1nc(NC(C)C)nc(NC(C)C)n1	0.8	-0.3	-14.1	-1.6	-0.7	4.9	2.6	5.7	0.6
O=C(COC(=O)c1ccc(S(=O)(=O)N2CCOCC2)cc1)NC1CCCC1	-3.3	-5.0	-9.1	1.3	8.4	-2.0	-1.8	13.2	-19.6
Cc1oc(-c2ccc3c(c2)OCCO3)cc1C(=O)NC(CCC(=O)O)C(=O)O (configuration not stated)	5.0	-3.5	-14.8	-7.4	0.8	0.5	-2.0	5.6	-4.8
CCCc1ccc(Oc2cn[nH]c2-c2ccc(O)c(C)c2O)cc1	-1.6	-12.5	4.6	-11.6	7.9	0.9	-1.5	0.2	3.2
COc1cccc(C(=O)Nc2cccc(C(=O)NC3=NN(c4c(Cl)cc(Cl)cc4Cl)C(=O)C3)c2)c1	4.3	-2.6	-8.0[fluorescence artefact?]	8.4	0.1	3.5	-1.5	12.6	-22.1
COc1ccc(C(=O)Nc2ccc3c(c2)Cc2ccccc2-3)cc1	-16.8	-13.2	9.2	3.0	3.8	2.8	-1.4	18.2	-7.8
COc1cc(NC(=O)C2C3C=CC(C3)C2C(=O)O)c(OC)cc1Cl (configuration not stated)	1.0	-27.4	5.0[fluorescence artefact?]	2.5	-1.6	0.2	-2.8	9.9	34.5
CCC(=O)Nc1ccc(Cl)c(NC(=O)c2ccc(Br)o2)c1	-6.8	8.5	-4.6	-1.2	-1.9	3.4	-1.4	-0.5	1.9
O=C(CN1C(=O)C2CC=C(Cl)CC2C1=O)N1CCOCC1 (configuration not stated)	1.7[fluorescence artefact?]	-0.1	11.8[fluorescence artefact?]	1.6	0.3	5.4	0.2	7.1	4.6
CCOC(=O)/C=C1\NC(C)(C)Cc2cc(OC)c(O)cc21	3.4	12.9	-22.5	8.2	1.3	-5.4	3.4	16.5	-1.3
Cc1ccc(-n2c(SCC(=O)NCc3ccco3)nc3nc4c(cc3c2=O)COC(C)(C)C4)cc1	1.3	8.0	7.7	-4.7	2.4	3.7	-2.7	-5.9	-2.3
Cc1ccccc1OCc1nc(-c2ccc(NC(=O)c3cccs3)cc2)no1	-0.9	-2.9	-7.4[fluorescence artefact?]	-4.4	-1.1	11.9	4.1	-0.4	-18.5
Nc1nn2c(C(F)(F)F)cc(=O)[nH]c2c1N=Nc1cccc(F)c1	2.0	-22.1	-2.2	0.4	-4.3	-3.5	-0.3	6.4	-1.9
CCCCNC(=O)c1onc(CSc2ccccc2F)c1C(=O)O	-0.8[fluorescence artefact?]	0.6	-9.2[fluorescence artefact?]	-6.2	4.0	-0.2	1.3	4.8	5.4
COC(=O)/C(C#N)=C/c1c[nH]c2ccccc12	1.2	-18.7	-6.6	-2.0	-0.8	20.7	3.9	6.4	-14.4
CCCCCNC(=O)C1CC=CCC1C(=O)O (configuration not stated)	1.6	8.4	-10.3	4.2	1.5	-9.0	4.9	8.2	-10.2
Cc1cc(C(=O)CN2CCC(C)CC2)c(C)n1-c1ccc(F)cc1	3.4	-14.7	-5.9[fluorescence artefact?]	-5.7	-3.9	-6.8	0.3	-1.2	8.8
O=C(Nc1ccc2c(c1)oc1ccccc12)N1CCOCC1	5.8	-20.5	1.2	41.9*	6.6	1.6	8.1	13.3	-12.6
Nc1ccc(C(=O)c2ccccc2C(=O)O)cc1Cl	2.6[fluorescence artefact?]	3.1	12.8	14.5	-2.0	-2.8	-0.8	25.9	26.4
O=C(CCSc1nc(-c2ccco2)cc(C(F)(F)F)n1)N1CCCc2ccccc21	-0.7	-6.4	11.8	-0.6	-6.1	3.2	3.6	5.7	-10.7
CCN(CC)S(=O)(=O)c1ccc(Cl)c(NC(=O)COc2ccc3c(C)cc(=O)oc3c2)c1	-2.8	-4.1	9.7[fluorescence artefact?]	12.5	5.2	/	0.3	14.9	-1.2
C=CCNC(=S)NCCCCC1NC(=S)N(CC=C)C1=O (configuration not stated)	-4.8	/	-2.1[fluorescence artefact?]	7.1	0.1	/	4.2	8.6	-19.9
Oc1ccc(Nc2ncnc3scc(-c4ccccc4)c23)cc1	1.9	-13.0	-30.1	1.5	4.8	4.7	3.0	2.8	-21.3
Cc1ccccc1OCC(=O)NNC=O	1.4	-2.7	-9.2	-4.8	-0.4	-6.2	0.7	1.4	-9.1
COc1cccc(C(=O)NNC(=O)Cc2cccs2)c1	3.5	-30.4	0.9	-5.2	-1.2	16.0	-2.8	6.2	1.2
CCN(CCO)C(=O)C(c1ccccc1)c1ccccc1	0.5[fluorescence artefact?]	-21.4	6.9[fluorescence artefact?]	2.1	5.2	6.1	-1.7	25.3	-3.4
COC(=O)[C@H](CC(C)C)NC(=O)Nc1ccc2c(c1)OCCO2	-9.2	-15.4	-10.1	-3.9	-0.9	-4.2	-1.9	8.2	-22.4
O=c1nc(Nc2ccccc2)oc2ccccc12	-2.0	-7.0	-7.3	-1.5	-1.2	-3.2	-2.6	5.0	-0.1
Cc1nc(-c2ccccn2)nc(SCC(=O)N2CCOCC2)c1Cl	5.1	-13.4	-2.9	0.2	0.3	23.4	0.7	8.1	-0.8
Cc1ccn2cc(CNS(=O)(=O)c3cccs3)nc2c1	4.5	-1.3	0.6	3.0	2.9	/	13.2*	17.2	1.9
COc1ccc(NC(=O)CSc2nnnn2-c2ccc(OC)cc2)cc1	3.9	-6.0	6.2	0.1	-0.8	/	-0.4	16.6	-17.6
CCN1C(=O)c2cccc3c(S(=O)(=O)Nc4c(C)n(C)n(-c5ccccc5)c4=O)ccc1c23	-7.5	-6.3	-5.4	-7.7	3.4	/	0.3	-3.1	-35.4
O=C(c1nn2c(C(F)(F)F)cc(-c3ccccc3)nc2c1Cl)N1CCOCC1	-0.5	-8.6	6.6	6.3	1.7	-6.6	-1.4	15.2	-16.6
CC1CCC(C(C)C)C(OC(=O)CSc2nc(N)cc(=O)[nH]2)C1 (configuration not stated)	8.4	-12.2	15.4	5.8	-6.2	2.5	-1.8	6.6	-2.2
COc1ccc(NC(=O)c2sccc2-n2cccc2)cc1	3.3	-3.2	-6.4	-2.8	0.0	-40.9	3.5	6.4	-8.4
COCCN(C(=O)CCC(=O)Nc1cc(C)on1)C(C(=O)NC1CCCC1)c1ccccc1C (configuration not stated)	3.4	-8.8	0.0	-5.3	5.0	-1.3	-1.9	2.4	1.8
Cc1cc(C)nc(N2CCN(c3nc(C)cc(C)n3)CC2)n1	5.3	-10.7	2.6	8.6	5.6	4.0	-3.0	21.6	5.2
CCC(C)OC(=O)C1C(c2ccccc2)C(C(=O)O)C1c1ccccc1 (configuration not stated)	2.9[fluorescence artefact?]	0.2	13.1[fluorescence artefact?]	-3.2	0.0	0.0	0.1	-4.9	-28.0
CC(C)NC(=O)/C(=C\c1cccc([N+](=O)[O-])c1)NC(=O)c1ccccc1	-1.3	-8.4	4.6[fluorescence artefact?]	1.9	1.1	3.5	-1.3	7.5	-15.6
Cc1cccc(C)c1OCc1nc2ccccc2[nH]1	2.3	1.0	1.6	3.1	5.0	/	1.5	7.7	-8.1
O=c1c(Cl)c(NCc2ccc(F)cc2Cl)cnn1C12CC3CC(CC(C3)C1)C2	4.1	-14.0	-14.0	-8.0	-5.6	-4.3	-2.3	-5.6	7.9
O=C(CSc1nc2ccccc2c(=O)n1-c1ccc(F)cc1F)c1c[nH]c2ccccc12	21.0	0.3	-2.4[fluorescence artefact?]	6.1	5.7	6.0	-0.8	9.5	-12.8
CC1CCN(S(=O)(=O)c2ccc(S(=O)(=O)NCc3ccco3)cc2)CC1	-1.8	4.0	1.7	2.2	-0.9	-5.6	-0.2	4.4	-7.7
CCCCC1(CC(=O)OCC)C(=O)N(c2ccccc2)N(c2ccccc2)C1=O	-21.3	-23.8	10.9	-12.4	-12.7	-6.5	-1.1	-3.1	-8.3
O=C(CCn1cccc1)N1CCc2ccccc21	-3.1[fluorescence artefact?]	-2.1	-15.4	-8.0	0.9	-3.2	-1.0	-22.5	-18.4
CCOC(=O)c1cc(C)n(Cc2ccccc2)c1C	-7.1	-4.1	-26.0	-8.5	-1.9	2.2	0.1	1.7	-12.9
Cc1[nH]n(-c2ccc(Cl)cc2)c(=O)c1N=Nc1cccnc1	-13.7	/	5.9	-0.9	-3.2	24.1	2.5	6.7	0.5
